# Screening data (PubChem)
# H9c2 TAG inh: reduces triacylglycerol accumulation in H9c2 cells; 230,000 tested, 0.66% active; inhibition, % at 12.5 µM; Nile Red lipid (TAG) fluorescence; cells loaded with 200 µM oleic acid; AID 651582;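 active = pattern-corrected inhibition of lipid staining of at least 50% with the nuclear-stain viability signal not falling by more than 50%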;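 also: 0% = DMSO wells and 100% = triacsin C control wells; some results filed as inactive read as strong as hits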
# H9c2 TAG inh DAPI viability: also measured in H9c2 TAG inh; calls as there; DAPI nuclei signal change (viability), lower = more cytotoxic, %;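 whole-well DAPI fluorescence read on a plate reader as a viability signal; minus 50 percent equals half of cells still viable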
# The depositor's hits bear a star; & = joins results of further samples. Some of the compounds tested; rates above refer to the full screens.
structure	H9c2 TAG inh	H9c2 TAG inh DAPI viability
Cc1c(C)n(C(=O)CN2CCN(c3ccccn3)CC2)c2ccccc12	-39	12
CCOc1ccc(OCC(=O)OCc2csc(CC(=O)Nc3ccccc3C)n2)cc1	9	-1
COc1ccc(C(CNC(=O)c2c(C)nn(Cc3ccccc3)c2Cl)N2CCOCC2)cc1 (configuration not stated)	0	-8
C#CCOC(=O)CCCNc1ccc([N+](=O)[O-])cc1[N+](=O)[O-]	1	-11
CC1=[N+](C)c2ccc3ccccc3c2C1(C)C	10	-11
CCN(CC)CCCNC(=O)c1ccc2c(Cl)c3c(nc2c1)CCCC3	10	-12
COC(=O)c1ccc(Oc2nc(Nc3ccc(F)cc3)nc(N3CCCC3)n2)cc1	30	-2
CCOC(=O)CSc1nnc(-c2ccc([N+](=O)[O-])cc2)o1	2	13
Cc1nc2cc(C(F)(F)F)ccc2n1CCNc1nc(-c2ccc(F)cc2)cs1	6	6
CC(C)C(c1nnnn1C1CCCC1)N1CCN(c2ccccc2F)CC1 (configuration not stated)	-7	-7
CC(=O)Oc1ccc(-c2ccc(C(=O)Nc3cccc(S(=O)(=O)N4CCOCC4)c3)cc2)cc1	15	7
CCC(=O)NC(Nc1cc(C)cc(C)n1)(C(F)(F)F)C(F)(F)F	16	-2
CCO[C@@H]1OC(C(N)=O)=C[C@H](C2CC2)[C@H]1CCCO	6	-2
CCC(CC)c1nnc(NC(=O)c2cccc(S(=O)(=O)N3CCOCC3)c2)s1	-10	1
COc1ccc(OC)c(CNc2ncc(-c3ccc(F)cc3)n2C)c1	-2	8

# (continued)
structure	H9c2 TAG inh	H9c2 TAG inh DAPI viability
CCCNC(=O)c1ccccc1NS(=O)(=O)c1ccc(OC)c(OC)c1	-6	11
Cc1ccccc1CC(=O)N1CCN(S(=O)(=O)c2cccs2)CC1	5	1
Oc1c(Br)cc(Br)cc1C=Nc1cccc2ncccc12	4	-12
CCC1(C)Cc2c(C#N)c(N)n(-c3ccccc3)c(=S)c2CO1 (configuration not stated)	3	-5
CC(C)OC(=O)Cn1cnc2ccc(Br)cc2c1=O	-17	4
CCc1ccc(C(=O)OCC(=O)c2c(N)n(CC(C)C)c(=O)n(C)c2=O)cc1	-24	15
CC(C)[C@H](NS(=O)(=O)c1cccc(C(F)(F)F)c1)C(=O)OCC(N)=O	-2	0
CCOc1ccc2[nH]c(=O)c(CN(CCCO)C(C)=O)cc2c1	1	12
Cc1c(Cl)c(C(=O)NNC(=S)Nc2ccccc2)nn1C	5	6
Cn1c(SCC(=O)Nc2cccc(NC(=O)c3cccs3)c2)nnc1-c1ccncc1	39	-7
CC1CCC(=NNS(=O)(=O)c2ccc([N+](=O)[O-])cc2)CC1 (configuration not stated)	-7	2
C#CCOCCOCCOCCNc1nc(N2CCN(C(=O)[C@H](CCCCN)n3cc(C(N)CC(C)C)nn3)CC2)nc(N2CCN(C(=O)[C@H](CCC(=O)O)n3cc(C(N)[C@H](C)CC)nn3)CC2)n1 (some centres not stated)	1	8
CC(C)(C)OC(=O)CNC(=O)c1[nH]cnc1C(=O)NCCCCCNC(=O)OC(C)(C)C	12	3
COCCNC(=O)CSc1ncnc2sc(-c3ccccc3)cc12	-2	9
COc1ccc(/C(N)=N/OC(=O)c2cccc([N+](=O)[O-])c2)cc1OC	-11	4

# Fetched one by one from the entries so far, 5 records:
structure	H9c2 TAG inh	H9c2 TAG inh DAPI viability
CC(C)OC(=O)Cn1cnc2ccc(Br)cc2c1=O	-17	4
Oc1c(Br)cc(Br)cc1C=Nc1cccc2ncccc12	4	-12
COc1ccc(/C(N)=N/OC(=O)c2cccc([N+](=O)[O-])c2)cc1OC	-11	4
CCC1(C)Cc2c(C#N)c(N)n(-c3ccccc3)c(=S)c2CO1 (configuration not stated)	3	-5
CC(C)(C)OC(=O)CNC(=O)c1[nH]cnc1C(=O)NCCCCCNC(=O)OC(C)(C)C	12	3

# The list continues:
structure	H9c2 TAG inh	H9c2 TAG inh DAPI viability
CCOC(=O)CSc1nn(-c2ccccc2)c(=S)s1	8	2
CC(O)C(=O)NCCOCCOCCNC(=O)C(C)O (configuration not stated)	5	2
O=C(NCc1cccnc1)c1ccccc1NS(=O)(=O)c1ccc(Br)cc1	-13	0
O=P(OCC1CCCO1)(OCC1CCCO1)OCC1CCCO1 (configuration not stated)	-4	3
Cc1cc(C(=O)NC2CCCCC2C)c2ccccc2n1 (configuration not stated)	5	12
N#CC1=C(N)Nc2ncnn2C1c1ccc([N+](=O)[O-])cc1 (configuration not stated)	-3	8
COc1ccc(NS(=O)(=O)c2cc(NC(=O)c3cc(=O)c4ccccc4o3)ccc2OC)cc1	12	-6
COC(=O)C1=C(CSc2nc3c(cc2C#N)CN(C)CC3)OC(N)=C(C#N)C1c1ccc(F)cc1 (configuration not stated)	6	0
Cc1cc2n(n1)C(c1c[nH]c3ccccc13)Nc1ccccc1-2 (configuration not stated)	11	29
CC(C)(C)OC(=O)N(CCc1ccccc1)Cc1cccc(OCc2cccc(NC(=O)C3CCC3)c2)c1	9	-1
O=C(CN1C(=O)c2ccccc2C1=O)N1CCOCC1	-13	-2
CN(Cc1cccs1)C(=O)CSc1nc2ccccc2[nH]1	8	15
O=C(Nc1ccc2c(c1)OCO2)C1CCCN1C(=O)OCc1ccccc1 (configuration not stated)	5	0
CCNS(=O)(=O)c1cc(OC)c(Cl)cc1OC	5	-10
Cn1cc(/C=C/C(=O)N2CCCC(C(=O)c3cccc(C(F)(F)F)c3)C2)cn1 (configuration not stated)	-7	-5

# Remaining list, next part
structure	H9c2 TAG inh	H9c2 TAG inh DAPI viability
COC(=O)N/N=C/c1ccccc1OCCOc1ccc(OC)cc1	-1	4
CCn1c(N2CCN(CC(=O)c3c(C)n(C)c4ccc(OC)cc34)CC2)nc2c1c(=O)[nH]c(=O)n2C	9	-7
CC(=O)N(c1ccc(Cl)cc1)c1cn(C(C)=O)c2ccccc12	-6	-6
O=C(NC(=S)N1CCN(c2ccccc2)CC1)c1ccc(S(=O)(=O)N2CCOCC2)cc1	3	0
CCCn1cnc2scc(-c3ccc(C)cc3)c2c1=O	-1	11
O=C(CCSc1ccccc1)N1CCN(c2ccccc2)CC1	3	-8
COC(=O)c1sc(-c2ccc(Cl)cc2)cc1N	-12	6
O=C(NC1CCN(C(=O)NCc2ccccc2)CC1)c1ccco1	23	-9
COc1ccccc1CNCC(=O)NCc1ccc(C)cc1	11	7
Cc1ccc(C(=O)N/N=C2\CC3CC=CC23)c(C)c1 (configuration not stated)	3	5
Cc1cc(N)c2ccccc2n1	1	-2
N=c1c2cn[nH]c2nc(SCC(=O)c2ccc(Br)cc2)n1-c1ccc(Br)cc1	12	0
CSC(=Nc1ccccc1)C1=C(O)COC1=O	-14	5
O=C(O)c1cc2c(cc1Cl)N1CCCCCC1=NS2(=O)=O	1	-9
O=S(=O)(CCN1CCSCC1)c1ccc(Cl)cc1	-1	3

# Remaining list, next part:
structure	H9c2 TAG inh	H9c2 TAG inh DAPI viability
O=C(NC1CCCC1)c1n[nH]c2ccccc12	-2	1
CC(C)(ONC(=O)Nc1ccccc1Cl)C(=O)O	-11	-2
Cc1cccc(C)c1NC(=O)C(NC=O)c1ccccc1 (configuration not stated)	7	-10
CCCNC(=O)C1CN(C(=O)c2nn(Cc3ccccc3)c(=O)c3ccccc23)c2ccccc2O1 (configuration not stated)	5	-14
COc1ccc([N+](=O)[O-])cc1NC(=S)NC(NC(C)=O)C(Cl)(Cl)Cl (configuration not stated)	-10	-1
Cc1ccc(NC(=O)C2(C)CCN2C(=O)C2CCCCC2)cc1C (configuration not stated)	2	-2
c1ccc(CCn2c(SCc3ccccc3)nnc2-c2ccncc2)cc1	3	1
Cc1ccc(/C=[N+](\[O-])c2ccc(N(C)C)cc2)c2nsnc12	48	-10
O=C(CNC(=O)c1cc(=O)[nH]c2ccccc12)Nc1ccc(F)c(F)c1	5	-7
Cc1ccc2[nH]c(O)c(N=NC(N)=S)c2c1	4	8
O=C1CC(N2CCCCC2)C(=O)N1c1ccccc1 (configuration not stated)	-18	4
Cc1[nH]c2ccccc2c1SCC(=O)N1CCC(C)CC1	-29	-2
C/C(CCc1ccco1)=N\NC(=O)CNc1c(Br)cc(Br)cc1Br	-10	8
CCCCn1c(N)c(N(CCOC)C(=O)c2cc3ccccc3cc2OC)c(=O)[nH]c1=O	-3	-8
O=C(CCCN1C(=O)NC2(CCCC2)C1=O)N1CCN(S(=O)(=O)c2ccccc2)CC1	-3	-4

# 2 successive compounds out of the list so far, quoted:
structure	H9c2 TAG inh	H9c2 TAG inh DAPI viability
CCNS(=O)(=O)c1cc(OC)c(Cl)cc1OC	5	-10
Cn1cc(/C=C/C(=O)N2CCCC(C(=O)c3cccc(C(F)(F)F)c3)C2)cn1 (configuration not stated)	-7	-5

# Next compounds
structure	H9c2 TAG inh	H9c2 TAG inh DAPI viability
CCn1c(Cc2ccccc2)nnc1SCC(=O)Nc1ccccc1	-4	-21
C=CCN1C(=O)/C(=c2\sc3nc(=O)c(Cc4ccc(OC)c(OC)c4)nn3c2=O)c2ccccc21	6	4
Cc1ccc(F)cc1NC(=O)CN1CCN(c2ccccn2)CC1	2	-13
O=C1CCN(CCc2ccccc2)CCN1CCSc1ccc(Br)cc1	4	0
CC1CCN(c2c(NCC3CCC(C(=O)NCCC4=CCCCC4)CC3)c(=O)c2=O)CC1 (configuration not stated)	1	0
COc1ccc(C(=O)C2CCCN(C(=O)COc3ccc(C(C)=O)cc3)C2)cc1F (configuration not stated)	2	1
COc1cc(S(=O)(=O)N2CCN(Cc3ccc4c(c3)OCO4)CC2)c(C)cc1C	-8	6
O=C(Nc1cccc(S(=O)(=O)C(F)F)c1)c1ccc(S(=O)(=O)N2CCCCC2)cc1	14	5
CCCC(=O)Nc1nc2c(C)c(Cl)ccc2s1	7	5
CCn1cc(-c2cc(C(=O)O)c3ccccc3n2)cn1	9	4
CCOC(=O)N1CCN(C/C(Cl)=C/c2ccccc2)CC1	-7	9
Cc1noc(C)c1COc1cccc(C(=O)Nc2cccnc2)c1	21	-3
COc1ccc(CCNC(=O)c2nnn(-c3cc(C)cc(C)c3)c2N)cc1OC	17	0
Cc1[nH]c2ccccc2c1C(=O)NS(=O)(=O)Nc1ccc(Cl)cc1	-5	4
COc1ccc(C(=O)N2CC3(CC(c4cccc([N+](=O)[O-])c4)=NO3)C[C@H]2C(=O)NCC(N)=O)cc1 (some centres not stated)	-6	8

# (cont.)
structure	H9c2 TAG inh	H9c2 TAG inh DAPI viability
N#C/C(=C(/O)c1ccco1)c1nc2ccccc2s1	-1&-15	5&6
O=C(COc1ccccc1)Nc1c2c(nn1-c1ccccc1)CS(=O)C2 (configuration not stated)	2	-1
Fc1ccccc1CN1CCC(Cc2ccccc2)CC1	-26	19
CCCCc1c(O)nc(SCC(=O)c2ccccc2)[nH]c1=O	15	-9
CC(C)(C)c1cc[n+](C2=C([O-])c3ccccc3C(=O)/C2=N\S(=O)(=O)c2ccccc2)cc1	13	1
O=C(NCc1ccoc1)c1ccc(NC(=O)c2ccccc2Cl)cc1	2	1
COc1cccc(NC(=O)C(=S)NC2CCCCC2)c1	-1	-2
Nn1c(SCC(=O)NC(=O)Nc2ccc3c(c2)OCCO3)nnc1C1CC1	1	-5
CCOC(=O)/C(=C\c1cccnc1)C(=O)c1cc(C(C)=O)c(Nc2ccccc2)s1	80*	-48*
COc1cccc(Oc2nc(-c3ccncc3)nc3ccccc23)c1	19	4
O=C(COC(=O)/C=C/c1ccccc1)Nc1nnc(-c2ccccc2)o1	9	1
CC1(C(=O)Nc2ccc(Cl)cc2)Cc2c(-c3cccc(C(N)=O)c3)ccnc2O1 (configuration not stated)	15	-20
COc1cc(CN2C[C@@H](CO)O[C@@H](n3cnc4c(N5CCN(C)CC5)ncnc43)C2)cc(OC)c1OC	6	-16
Cc1ccc(S(=O)(=O)c2c(CO)c(-c3ccccc3)nn2C)cc1	3	-8
COc1ccc(CN2C3CCCC2CC(NC(=O)Nc2cccc(C)c2)C3)cc1 (configuration not stated)	19	-11

# Additional entries follow:
structure	H9c2 TAG inh	H9c2 TAG inh DAPI viability
COc1ccc(-c2nc3cc(C)ccn3c2NC2CCCCC2)cc1SC1CCCCC1	-12	131
N#C/C(=C/c1ccc(F)cc1)S(=O)(=O)c1ccccc1	-2	4
Cc1nnc(SCC(=O)NC(C)(C)C)n1NCc1ccc(N(C)C)cc1	7	-11
CCCn1c(CCC(=O)O)nc2cc(S(=O)(=O)N3CCCC3)ccc21	-6	-2
O=C(N/C(=C/c1ccccc1)C(=O)N1CCCCC1)c1ccccc1	-1	-1
CC(=O)Nc1cccc(CCc2nc3ccccc3[nH]2)c1	-5	0
CC1CCCN(C(c2cccs2)c2nnnn2Cc2ccccc2)C1 (configuration not stated)	-3	6
COc1cc(NC(=O)Nc2cccc(Cl)c2)c(C(=O)O)cc1OC	-6	8
CCN(C(=O)COC(=O)c1ccc(Br)o1)C1CCCCC1	1	-9
CCCC(=O)N1CCC1(C)C(=O)NS(=O)(=O)c1cccc(F)c1 (configuration not stated)	-2	2
COc1ccccc1CNC(=O)COC(=O)CCC(=O)c1cccs1	4	-2
CN(C(=O)c1ccc(NC(=O)C2CCCN(C(=O)OC(C)(C)C)C2)cc1)C1CCCCC1 (configuration not stated)	-40	1
O=C(O)COc1ccccc1C1C2C(=O)N(c3ccccc3)C(=O)C2ON1c1ccccc1 (configuration not stated)	10	-2
C[C@H](N)C(=O)OCc1ccc([N+](=O)[O-])cc1	-4	10
Cc1cc(/C=C2\SC(=S)N(C)C2=O)c(C)n1-c1cccc(O)c1	-10	7
Cc1cc(C)n(C(=O)CCCCCCCCC(=O)n2nc(C)cc2C)n1	18	-10
N#CC(=C=[N-])c1nc2ccccc2nc1-[n+]1ccccc1	0&10	1&-8
CCOC(=O)C1=C(c2ccccc2)NC(=O)NC1c1ccc(O)c(Cl)c1 (configuration not stated)	-24	4
